# Screening results: PubChem BioAssay, The Scripps Research Institute Molecular Screening Center
# GPR151 activ – activates the human receptor GPR151; Q8TDV0; PathHunter beta-arrestin GPR151 cells, luminescence; activation, % at 11.2 µM; 650,000 compounds, 1% hits; in the data active = activation above about 4.9%;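 also: 0% = median of compound wells and 100% = cells with positive control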
# Target sequence (Q8TDV0 whole entry, looked up): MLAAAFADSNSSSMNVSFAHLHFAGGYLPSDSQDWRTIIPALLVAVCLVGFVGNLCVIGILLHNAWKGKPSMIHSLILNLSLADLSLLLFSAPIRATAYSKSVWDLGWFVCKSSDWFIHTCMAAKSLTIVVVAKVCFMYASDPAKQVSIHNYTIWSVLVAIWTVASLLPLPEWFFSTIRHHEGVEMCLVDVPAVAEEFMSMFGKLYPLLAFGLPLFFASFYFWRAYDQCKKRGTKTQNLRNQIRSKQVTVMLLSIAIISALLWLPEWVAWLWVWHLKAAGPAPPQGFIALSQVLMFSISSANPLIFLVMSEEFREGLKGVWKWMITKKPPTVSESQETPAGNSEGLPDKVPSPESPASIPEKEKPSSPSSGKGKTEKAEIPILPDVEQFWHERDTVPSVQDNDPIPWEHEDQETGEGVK
# FBW7 act – activators of human E3 ligase FBW7 | AlphaScreen FBW7–phospho-cyclin E peptide binding, activator screen | normalized activity (activation), % at 26.1 µM | 650,000 compounds, 0.13% hits | AID 1259310 | Q969H0; in the data active = normalized activity above about 1.9%;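 also: purified mutant Fbw7 with reduced substrate affinity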
# MITF primary – inhibitors of human MITF; AlphaScreen MITF homodimerization, bead proximity signal; inhibition, % at 2.6 µM; 650,000 compounds, 0.91% hits; O75030; in the data active = inhibition above about 50%;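 also: 0% = vehicle wells with protein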
# Target sequence (O75030 whole entry, looked up): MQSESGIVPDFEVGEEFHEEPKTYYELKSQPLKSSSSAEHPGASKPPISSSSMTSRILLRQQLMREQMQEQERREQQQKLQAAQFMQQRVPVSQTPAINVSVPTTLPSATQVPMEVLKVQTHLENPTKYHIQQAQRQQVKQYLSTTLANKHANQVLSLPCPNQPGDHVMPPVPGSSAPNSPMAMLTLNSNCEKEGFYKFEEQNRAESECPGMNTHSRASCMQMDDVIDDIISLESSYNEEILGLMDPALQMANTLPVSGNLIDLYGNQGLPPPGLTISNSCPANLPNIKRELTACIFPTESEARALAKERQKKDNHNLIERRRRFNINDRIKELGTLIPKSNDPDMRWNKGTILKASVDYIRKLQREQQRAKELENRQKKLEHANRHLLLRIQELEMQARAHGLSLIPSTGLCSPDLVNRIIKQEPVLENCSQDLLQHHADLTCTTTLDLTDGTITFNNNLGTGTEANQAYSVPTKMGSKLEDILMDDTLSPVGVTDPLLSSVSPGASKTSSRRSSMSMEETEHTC
# TEAD-YAP block – TEAD-YAP interaction inhibition | HEK-TIYL cells, TEAD-Gal4/YAP UAS-luciferase luminescence | inhibition, % at 9.12 µM | 640,000 compounds, 1.4% hits | AID 1259422; in the data active = inhibition above about 32%;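 also: 0% = median of test compound wells and 100% = reference inhibitor wells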
# Active calls of the source: *; · = no result given.
# Value order – GPR151 activ, FBW7 act, MITF primary, TEAD-YAP block
CCOC(=O)c1c(NC(=O)C(C)Sc2nnc(CNC(=O)c3ccc(C)c(C)c3)n2C)sc2c1CCCCC2 (stereo not given)
    0.8, 0.1, -12, -3
O=C(O)c1cc(-c2cccs2)nc2nc(N3CCCCC3)sc12
    -1.5, 0.1, 2, 11
COc1cccc(OCCOc2ccc(/C=C3/C(=N)N4N=C(Cc5ccccc5)SC4=NC3=O)cc2OC)c1
    -0.7, 0.1, 13, -7
COc1ccc(/C=C(/NC(=O)c2ccccc2Cl)C(=O)NCC(=O)O)cc1
    0.9, 0.1, 4, 10
COCCCN1C(=S)NC2c3cccc(OC)c3OC1(C)C2C (stereo not given)
    0.3, -0.1, 3, -7
COCCN1C(=O)N[C@@H](c2ccc(Br)cc2)C(C(=O)OC)=C1C
    -0.7, -0.2, -8, ·
COc1ccccc1CNC(=O)NC12CC3CC(CC(C3)C1)C2
    1.5, -0.1, -1, -7
COCCNC(=S)Nc1ccc(I)cc1
    -0.1, 0.0, 9, -26
CCCNS(=O)(=O)c1ccc(OCC(=O)NCc2ccc3c(c2)OCO3)cc1
    0.1, -0.1, 5, 1
CC1=C(C(=O)OCc2ccccc2)C(c2sccc2C)NC(=S)N1 (stereo not given)
    1.5, -0.1, 5, 23
C/C(CC(=O)Nc1ccc(F)cc1)=N\NC(=O)c1ccccc1C
    -0.1, 0.9, 13, -22
Cn1c(CCNC(=O)c2ccccc2)nc2cc(NC(=O)NC3CCCCC3)ccc21
    -1.2, 0.0, -11, -13
Cc1cccc(NC(=O)C2CC(=O)n3ncnc3N2)c1 (stereo not given)
    0.2, 0.1, -3, -10
CCCCOc1ccc(NC(=O)CSC2=C(C#N)C(c3ccccc3)C(C(=O)Nc3ccccc3)=C(C)N2)cc1 (stereo not given)
    -0.5, 0.0, -4, 3
COc1ccc(/C=c2\sc3nnc(-c4ccc(OC)c(OC)c4)n3c2=O)c(OC)c1
    1.0, 0.1, 12, 3
NS(=O)(=O)c1ccc(CCNS(=O)(=O)c2ccc(Cl)cc2F)cc1
    -1.6, -0.2, 6, 4
C=CCn1c(-c2nonc2NC(=O)CC)nc2ccccc21
    2.0, 0.0, 4, 8
O=C(NCc1ccccc1)c1ccc(-c2ccc(N3CCOCC3)nc2)s1
    -0.2, 0.2, 12, 11
CN1C/C(=C/c2cccs2)c2nc3ccccc3c(C(=O)O)c2C1
    1.1, 0.0, 0, -2
Fc1cccc(Cl)c1CSc1ncn[nH]1
    3.1, 0.1, 4, 0

# The list goes on (three carried over from the part before).
# Value order – GPR151 activ, FBW7 act, MITF primary, TEAD-YAP block
O=C(NCc1ccccc1)c1ccc(-c2ccc(N3CCOCC3)nc2)s1
    -0.2, 0.2, 12, 11
CN1C/C(=C/c2cccs2)c2nc3ccccc3c(C(=O)O)c2C1
    1.1, 0.0, 0, -2
Fc1cccc(Cl)c1CSc1ncn[nH]1
    3.1, 0.1, 4, 0
COc1ccc(C)cc1NC(=O)Nc1cnn(-c2cccc(C(=O)Nc3cc(OC)c(OC)c(OC)c3)c2)c1
    -0.2, 0.3, 11, 0
O=[N+]([O-])c1ccc(-c2csc(N3CCCCCC3)n2)cc1
    0.0, -0.3, -4, -11
O=C(CN1CCCCCCC1)N/N=C/c1ccc(F)cc1F
    -1.0, 0.1, 22, -10
CCCCOc1ccc(-c2nn(-c3ccccc3)cc2/C=c2\sc3nc(=O)c(C)nn3c2=O)cc1C
    -0.4, -0.1, -24, 9
OCCC1CN(Cc2cccn2-c2ccccn2)CCN1Cc1cccs1 (stereo not given)
    -0.4, -0.1, 8, -11
COc1cccc(NC(=O)C2CCCN(S(=O)(=O)c3c(C)[nH]c(=O)[nH]c3=O)C2)c1 (stereo not given)
    -0.6, -0.1, -8, 5
COc1ccc(C2NC(=S)NC(C)=C2C(=O)Nc2ccc(F)c(F)c2)cc1OC (stereo not given)
    0.6, 0.2, 24, -6
Cc1ccccc1-c1nnc(C2CCN(S(=O)(=O)c3ccc(F)cc3)CC2)o1
    1.4, 0.7, 16, 4
COC(=O)c1cc(CNC(=O)c2cc3ncccn3n2)cc(NC(=O)Cc2ccsc2)c1
    -0.1, 0.1, 19, 1
CC(C)(C)n1nnn(C2CC(=O)C3OCC2O3)c1=S (stereo not given)
    0.3, 0.0, 3, -2
O=C(CNCC1CCCO1)c1cccc(Br)c1 (stereo not given)
    -0.9, 0.1, 15, 4
Cc1cc2oc(=O)cc(COC(=O)CCNS(=O)(=O)c3cccs3)c2cc1C(C)C
    -0.3, 0.1, 7, 4
CC1CCc2c(sc(NC(=O)c3nn4c(C(F)(F)F)cc(-c5ccccc5)nc4c3Br)c2C#N)C1 (stereo not given)
    0.5, 0.0, 22, 4
CCOC(=O)c1ccccc1N/C=C/C(=O)C(C)(C)C
    0.5, 0.0, 8, 6
C=CCn1c(C)cc(C(=O)Cn2c(C(C)O)nc3ccccc32)c1C (stereo not given)
    2.2, -0.2, 5, -7
Cc1ccc(CNC(=O)c2cnc3sc(C)c(C)n3c2=O)o1
    -0.4, -0.1, 7, -1
COC(=O)c1sc2nc3c(c(-c4ccc(Cl)cc4)c2c1N)CCCCC3
    0.6, 0.2, -8, 2
COc1ccc(S(=O)(=O)NOCc2ccc(OC(C)C)c(Cl)c2)cc1
    -1.8, 0.1, -11, -4
O=C(CN1C(=O)CCSc2ccccc21)N1CCC(Cc2ccccc2)CC1
    1.1, -0.1, -3, 6
CC(C)NC(=O)c1ccccc1-c1nc2ccccc2[nH]1
    -1.0, 0.1, 12, 5

# Filtered by structure, the entries above with two or more sulfur atoms (five)
# Value order – GPR151 activ, FBW7 act, MITF primary, TEAD-YAP block
CCOC(=O)c1c(NC(=O)C(C)Sc2nnc(CNC(=O)c3ccc(C)c(C)c3)n2C)sc2c1CCCCC2 (stereo not given)
    0.8, 0.1, -12, -3
O=C(O)c1cc(-c2cccs2)nc2nc(N3CCCCC3)sc12
    -1.5, 0.1, 2, 11
CC1=C(C(=O)OCc2ccccc2)C(c2sccc2C)NC(=S)N1 (stereo not given)
    1.5, -0.1, 5, 23
NS(=O)(=O)c1ccc(CCNS(=O)(=O)c2ccc(Cl)cc2F)cc1
    -1.6, -0.2, 6, 4
Cc1cc2oc(=O)cc(COC(=O)CCNS(=O)(=O)c3cccs3)c2cc1C(C)C
    -0.3, 0.1, 7, 4

# Continued.
# Value order – GPR151 activ, FBW7 act, MITF primary, TEAD-YAP block
COc1ccc(C(=O)OCc2nc3ccccc3s2)cc1S(=O)(=O)N1CCCC1
    0.5, -0.1, 0, -5
CCOC(=O)c1c(NC(=O)c2ccc([N+](=O)[O-])cc2Cl)sc(C(N)=O)c1C
    2.0, 0.6, 15, 16
COC(=O)c1ccc(NC(=O)CN(C2CCCCC2)S(=O)(=O)c2ccc(C)cc2)cc1
    0.8, -0.1, 5, -16
COc1ccccc1CNC(=O)c1ccc2c(=O)n(-c3ccc(F)c(Cl)c3)c(=S)[nH]c2c1
    0.0, 0.3, 7, 4
CN(C)C(=O)c1cc(CNCc2cc(Cl)ccc2O)cc(NC(=O)c2ccccn2)c1
    2.8, -0.1, -11, 1
CC(Oc1ccc(F)cc1)C(=O)Nc1ccc(S(N)(=O)=O)cc1 (stereo not given)
    2.6, 0.2, -9, 2
O=C(NC1CCCC1)c1ccc(N2CCC(NCCN3CCNC3=O)CC2)cc1
    -1.4, 0.1, -5, -5
CCOc1ccc(NC(=O)NC2CC3CCC(C2)N3Cc2ccco2)cc1 (stereo not given)
    -0.1, -0.1, -4, -3
CCN1CCN(c2nnc(-c3ccc(C)c(C)c3)c3ccccc23)CC1
    -0.6, 0.0, 14, -8
COC(=O)C1(Cc2ccc(O)cc2)NC(c2ccc(F)cc2)C2C(=O)N(C)C(=O)C21 (stereo not given)
    -0.7, 0.3, 16, 1
OCC1OC(Nc2ccc(NC3OC(CO)C(O)C(O)C3O)cc2)C(O)C(O)C1O (stereo not given)
    -0.7, -0.1, 14, 3
O=C(NCc1ccccc1)c1ccnc(NCCN2CCOCC2)c1
    -1.3, 0.1, 3, 2
CCOC(=O)/C(C#N)=C/NC(=O)Nc1ccc(C)cc1
    -0.3, 0.1, 7, 7
COC1=CC=C/C(=C\c2c(N)n3nc(-c4ccccc4Cl)sc3nc2=O)C1=O
    -1.2, 0.7, 17, 5
COc1ccc(OC)c(NC(=O)c2cc([N+](=O)[O-])ccc2Cl)c1
    -0.4, -0.4, 8, 11
O=C1c2cccnc2C(Nc2ccc(F)c([N+](=O)[O-])c2)N1Cc1cccs1 (stereo not given)
    -0.2, -0.2, -1, -13
O=C(Cc1ccc(F)cc1)NCCc1nnc2n1CCN(Cc1ccc(Cl)cc1)CC2
    1.1, 1.1, 34, 12
COc1ccc(-n2c(=O)[nH]cc(C(=O)N3CCCc4ccccc43)c2=O)cc1
    0.4, -0.1, 0, 1
Cn1c(=O)c2c(nc(SCCC(=O)O)n2Cc2ccc(Cl)cc2)n(C)c1=O
    -0.7, 0.2, 0, 2
O=C(O)[C@@H]1[C@H]2C[C@H]2CN1C(=O)Cc1cccs1
    0.8, 0.1, 8, 3

# (list continues)
# Value order – GPR151 activ, FBW7 act, MITF primary, TEAD-YAP block
O=P(O)(O)C(O)(CCNC(=S)Nc1ccc(Br)cc1)P(=O)(O)O
    1.7, -0.2, 21, 0
COc1ccc(OC[C@@H](CO)OC)cc1
    -1.6, 0.0, 20, ·
CCOc1ncnc2ccc(Br)cc12
    -0.4, 0.0, 3, 6
O=C(Oc1cccc([N+](=O)[O-])c1)N1CCCCC1
    -0.2, -0.6, 8, 2
Cc1ccc(N2CCN(c3cc(C)nc4ncnn34)CC2C)cc1 (stereo not given)
    0.3, 0.0, 1, 28
Nc1ccc2oc(-c3ccc(-c4nc5ccc(N)cc5[nH]4)cc3)nc2c1
    -1.7, 0.2, 6, -37
CCN(CC)C(=S)SCc1cn2cccnc2n1
    1.5, -0.1, 0, -5
COc1ccc(S(=O)(=O)N2CCCOC2CNC(=O)C(=O)NCCCO)cc1OC (stereo not given)
    1.7, 0.0, 1, 8
CCCCNC(=O)C(NC(=O)c1ccccc1NC(=O)c1ccc(OC)cc1)C(C)C (stereo not given)
    0.6, -0.1, 0, -11
CCCCOC(=O)C1=C(C)NC2=C(C(=O)CC(C)(C)C2)C1c1cccnc1 (stereo not given)
    -0.2, 0.0, -2, -8
N#C/C(C(=O)NC1CC1)=c1\s/c(=C\c2cccs2)c(=O)n1Cc1ccccc1
    0.5, -0.2, -5, -2
O=c1oc(Cl)c(Cl)c2ccccc12
    1.0, 0.0, 1, -4
CCOC(=O)C1(CCOC)CCN(Cc2nc(C(C)C)cs2)CC1
    1.5, -0.1, 0, 7
CCCCOc1ccc(-c2nc(C=Nc3ccc(OC)c(Cl)c3)c(O)o2)cc1
    -1.2, 0.6, 4, 5
O=C(NCCc1ccccn1)C1COc2ccccc2O1 (stereo not given)
    1.1, -0.1, -5, -10
CC12CC3CC(C1)CC2(O)C3
    -1.3, 0.0, 9, -1
CCc1ccc(NC(=O)c2cc(S(=O)(=O)N3CCCCC3)ccc2F)cc1
    1.0, -0.1, -6, -4
CC(C)(CO)NC(=O)C1COc2ccccc2O1 (stereo not given)
    1.1, 0.0, 2, 0
CC(=O)NC1C(=O)N(C)c2c(C)cc(C)cc21 (stereo not given)
    0.8, 0.1, 2, 13
O=c1c(Cl)c(Cl)cnn1-c1nc2ccccc2[nH]1
    -1.5, 0.2, 9, 56*

# (cont.)
# Value order – GPR151 activ, FBW7 act, MITF primary, TEAD-YAP block
COc1cccc(CN(CCCN(C)C)C(=O)Nc2ccc(-c3cn[nH]c3)cc2OC)c1
    1.4, 0.1, -10, -12
O=C(/C=C/c1ccc(Br)o1)OCC(=O)N1CCCC1=O
    -2.1, -0.1, 4, -1
Cc1cc(N2CCN(c3ncccn3)CC2)nc2ccc(NC(=O)c3ccc([N+](=O)[O-])cc3Cl)cc12
    0.7, 0.0, -12, 3
CCCS(=O)(=O)N1CCN(Cc2cc(OC)c(OC)cc2OC)CC1
    1.0, 1.1, 28, 0
CCOc1ccc2nc(SCCC(=O)Nc3ccccc3)sc2c1
    0.9, 0.1, -4, 36*
CC/C(=C(/c1ccccc1)c1ccc(OCCN(C)C)cc1)c1ccccc1
    0.0, -0.2, -1, ·
COCCN1CCCc2ccc(NC(=O)c3ccc(C)cc3)cc21
    -2.1, 0.7, 54*, -54
CCCn1ncc(CN2CCCC(CO)(Cc3ccccc3)C2)c1C (stereo not given)
    -0.6, 0.1, 9, -4
CCC1(CCC(=O)N2CCC(O)(c3cccc(C(F)(F)F)c3)CC2)CCC(=O)N1 (stereo not given)
    1.0, 0.0, 4, -2
COc1ccc(CN2C[C@@H]3C[C@@H](c4ccc(F)cc4)N4CCC[C@@]34C2=O)cc1
    -1.0, 0.1, 10, 3
CCCc1nnc(SCC(=O)Nc2ccc(C(=O)OCC)cc2)n1-n1cccc1
    4.3, 0.3, 11, 2
COc1ccccc1N1CCN(C(=O)c2cc3nc(C)cc(C)n3n2)CC1
    -0.8, 0.1, -8, -14
O=[N+]([O-])c1cc(Cl)ccc1S(=O)(=O)Nc1ccc2ccccc2c1
    -0.6, -0.1, -3, -6
CCOc1ccccc1Nc1nc(-c2sc(NC(=O)CC)nc2C)cs1
    2.3, -0.4, -7, 8
CCC(=O)Nc1cc2c(=O)n(Cc3ccccc3)c(C)nc2cc1N1CCCCC1
    -0.1, -0.2, 5, -5
Cc1ccc(SC(C)C(=O)NCC(C)C)cc1 (stereo not given)
    0.2, -0.1, -6, -2
Cc1ccc(-c2csc3ncc(C(=O)NC(CO)CC(C)C)c(=O)n23)cc1 (stereo not given)
    0.0, 0.5, 17, 1
CCn1c(N/N=C/c2ccncc2)nc2c1c(=O)[nH]c(=O)n2C
    0.8, 0.0, 2, 0
COCCNC(=S)Nc1cccc(S(=O)(=O)Nc2ccc(SC(F)F)cc2)c1
    -0.4, -0.1, 10, 9
